PAFAH1B2 inh = blocks human PAF acetylhydrolase 1b catalytic subunit 2; P68402; 340,000 tested, 1.2% active; inhibition, % at 3.39 µM; AID 492953; recombinant PAFAH1B2, FP-rhodamine activity probe, fluorescence polarization;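 active = inhibition above the mean of all tested compounds plus 3 SD, cut at about 24% in these data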;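 note: 0% = enzyme with DMSO and 100% = wells lacking PAFAH1B2; many of its hits are not listed in these tables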
Target sequence (P68402 whole entry, looked up): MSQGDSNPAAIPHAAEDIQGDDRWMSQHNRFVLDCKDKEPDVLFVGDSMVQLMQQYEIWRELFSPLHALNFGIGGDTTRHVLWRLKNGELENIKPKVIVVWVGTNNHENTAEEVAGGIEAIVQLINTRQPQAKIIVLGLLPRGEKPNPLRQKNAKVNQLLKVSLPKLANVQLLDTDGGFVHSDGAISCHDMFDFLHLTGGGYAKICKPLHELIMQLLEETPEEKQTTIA
PAFAH1B3 FP inh = inhibitors of human PAFAH1B3 | Q15102 | recombinant PAFAH1B3, FP-rhodamine probe, fluorescence polarization | inhibition, % at 3.39 µM | 340,000 tested, 0.28% active;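 active = inhibition above the screen-wide average of all tested compounds plus 3 SD, cut at about 25% in these data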;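 note: 0% = enzyme with DMSO only and 100% = wells lacking PAFAH1B3 protein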
Target sequence (Q15102 whole entry, looked up): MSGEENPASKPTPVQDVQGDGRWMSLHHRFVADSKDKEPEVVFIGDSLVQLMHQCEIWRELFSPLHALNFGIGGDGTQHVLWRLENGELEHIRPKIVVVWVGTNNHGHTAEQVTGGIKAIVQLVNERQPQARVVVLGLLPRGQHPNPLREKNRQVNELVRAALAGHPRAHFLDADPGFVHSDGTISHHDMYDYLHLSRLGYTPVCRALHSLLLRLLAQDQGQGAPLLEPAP
PME-1 primary = PME-1 (human) inhibition. AID 2130. recombinant PME-1, FP-Rh probe fluorescence polarization. inhibition, % at 5.9 µM. 320,000 tested, 0.53% active;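 active = inhibition above the campaign mean of all compounds plus 3 SD, cut at about 26% in these data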;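 note: competitive labeling of PME-1 active site by serine hydrolase directed probe; 0% = PME-1 with DMSO and 100% = wells lacking PME-1 enzyme; inhibitors block probe labeling so polarization falls and inhibition rises; many of its hits are not listed in these tables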
pPAFAH FP inh = pPAFAH (human) enzyme inhibition | inhibition, % at 3.39 µM | 330,000 tested, 1.5% active | recombinant pPAFAH, FP-rhodamine probe fluorescence polarization | AID 463082;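 active = inhibition above the mean inhibition across the screen plus 3 SD, cut at about 25% in these data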;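 note: inhibitors block binding of the rhodamine activity-based probe so polarization drops; 0% = enzyme with DMSO and 100% = wells lacking pPAFAH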
PREPL inh = inhibitors of human prolyl oligopeptidase-like enzyme PREPL; Q4J6C6; recombinant PREPL, fluorescence polarization activity-based probe; inhibition, % at 5.96 µM; 320,000 tested, 0.68% active; AID 2751; in the data active = inhibition above about 43%;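 note: 0% = enzyme with DMSO and 100% = wells lacking enzyme; many of its hits are not listed in these tables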
LYPLA2 counter = counter-screen for PME1 inhibitors: inhibitors of human LYPLA2; recombinant LYPLA2, FP-Rh probe fluorescence polarization; O95372; 320,000 tested, 0.38% active; inhibition, % at 5.9 µM;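 active = inhibition above the screen-wide mean plus 3 SD, limit set per campaign, cut at about 26% in these data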;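 note: 0% = LYPLA2 with DMSO and 100% = wells lacking LYPLA2 enzyme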
Target sequence (O95372 whole entry, looked up): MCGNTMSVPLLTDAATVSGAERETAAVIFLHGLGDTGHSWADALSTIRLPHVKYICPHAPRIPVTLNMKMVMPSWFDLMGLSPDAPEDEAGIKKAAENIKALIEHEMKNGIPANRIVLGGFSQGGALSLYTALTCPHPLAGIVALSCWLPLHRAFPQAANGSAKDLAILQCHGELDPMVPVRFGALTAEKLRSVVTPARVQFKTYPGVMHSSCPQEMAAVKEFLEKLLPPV
GSTO1 inh = counter-screen for RBBP9 inhibitors: inhibitors of human GSTO1. P78417. recombinant GSTO1, activity-based probe fluorescence polarization. inhibition, % at 5.96 µM. 300,000 tested, 1.1% active. AID 1974;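 active = inhibition above the campaign mean inhibition plus 3 SD, cut at about 35% in these data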;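 note: 0% = GSTO1-1 with DMSO and 100% = wells lacking GSTO1-1 enzyme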
PAD4 FP inh = inhibitors of human PAD4 | recombinant PAD4, RCA probe fluorescence polarization | inhibition, % at 6.36 µM | 330,000 tested, 0.41% active;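 active = percent inhibition above a cutoff equal to the mean of all tested compounds plus 3 SD, cut at about 15% in these data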;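 note: 0% = PAD4 with RCA probe and DMSO and 100% = probe without PAD4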
LYPLA1 counter = LYPLA1 (human) inhibition in PME1 counter-screen. O75608. recombinant LYPLA1, FP-Rh probe fluorescence polarization. inhibition, % at 5.9 µM. 320,000 tested, 0.16% active;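 active = inhibition above the mean of all tested compounds plus 3 SD, set per campaign, cut at about 14% in these data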;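 note: inhibitors block serine hydrolase probe labeling of LYPLA1 so polarization falls; 0% = enzyme with DMSO and 100% = wells lacking LYPLA1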
Target sequence (O75608 whole entry, looked up): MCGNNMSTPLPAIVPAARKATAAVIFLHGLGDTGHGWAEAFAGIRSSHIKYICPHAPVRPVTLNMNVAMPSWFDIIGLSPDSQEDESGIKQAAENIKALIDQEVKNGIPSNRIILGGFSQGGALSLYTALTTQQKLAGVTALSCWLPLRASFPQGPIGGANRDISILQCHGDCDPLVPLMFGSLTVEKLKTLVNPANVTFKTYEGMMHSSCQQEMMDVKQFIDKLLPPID
Active calls of the source: *; nt = not tested or not shown.

mol	PAFAH1B2 inh	PAFAH1B3 FP inh	PME-1 primary	pPAFAH FP inh	PREPL inh	LYPLA2 counter	GSTO1 inh	PAD4 FP inh	LYPLA1 counter
Cn1c(SCC(=O)OC2CCCCC2)nnc1-c1ccc(S(=O)(=O)N2CCCC2)cc1	6	3	4	5	4	4	-4	7	0
CC(=O)N1CCN(CC(=O)Nc2ccccc2Sc2ccccc2)CC1	-2	0	0	-1	3	-2	3	4	-3
Cc1ccc(-n2ncc3c(=O)n(CC(=O)N4CCN(c5ccccc5F)CC4)cnc32)cc1C	0	0	-4	0	-17	1	9	1	0
O=C(Nc1ccc(F)cc1)c1cc(-c2ccccc2)no1	-1	-2	2	4	1	4	11	-5	5
CC(C)NC(=O)CSc1nc2[nH]ncc2c(=O)[nH]1	1	2	-15	13	5	3	1	-3	-2
Cc1ccc(C)c(OCCC(=O)OCC(=O)N2CCN(S(=O)(=O)c3ccc(Cl)cc3)CC2)c1	20	3	10	8	23	4	7	3	-2
CCC(C(=O)NC1C(=O)N2C(C(=O)O)=C(CSc3nnc(C)s3)CSC12)c1ccccc1 (configuration not stated)	11	-1	-6	2	-1	1	nt	0	2
Cc1ccc2c(c1)nc(NCCO)n2C	0	6	4	-2	0	7	8	2	7
COc1cc(-c2c(C#N)c(N)nc3c2c(C)nn3-c2ccc(C)c(C)c2)cc(OC)c1OC	-2	-5	-9	-13	3	-5	-12	-5	-6
OC1C=CSc2nc3ccccc3n21 (configuration not stated)	3	2	2	3	3	4	8	3	1
Cc1cc(OCC(=O)OCC(=O)N2CC(C)CC(C)C2)ccc1Cl (configuration not stated)	12	7	0	7	16	6	nt	-5	-2
C=C(C)CN(CC)C(=O)CCc1nnc(CCCc2ccccc2)o1	6	-2	0	3	0	-6	-8	5	-3
Cc1cc(C(=O)Nn2cnc3ccccc3c2=O)ccc1[N+](=O)[O-]	1	3	0	4	0	7	1	-2	0
COc1ccc(/C=N/Nc2cc(=O)n(C)c(=O)n2C)cc1OC	1	-3	-2	-5	15	6	5	-7	-2
Cc1ccc[n+](C2C(c3ccc([N+](=O)[O-])cc3)C(C#N)=C([S-])NC2(O)C2CC2)c1 (configuration not stated)	2	-1	-2	8	33	7	3	3	2
CSCCC(NC(=O)C12CC3CC(CC(C3)C1)C2)C(=O)OCC(=O)c1ccc(Cl)cc1 (configuration not stated)	1	-6	-4	0	-15	5	-2	0	0
COc1ccc(S(=O)(=O)N(C)C2CCN(C)CC2)cc1	6	4	1	2	-10	-1	1	3	-1
O=C1NC(c2ccccc2)=C(c2nc3ccccc3s2)C(c2ccc(F)cc2)N1 (configuration not stated)	-4	-2	-7	2	-3	-1	-7	-3	-2
Cc1ccc(S(=O)(=O)NCC2CCCO2)cc1 (configuration not stated)	6	-3	3	6	4	-3	-7	1	1
O=C(O)c1ccc2c(c1)N(Cc1ccc(F)cc1)C(=O)c1ccccc1S2	5	-3	1	1	-4	4	-1	-5	-3
Cc1ccc(S(=O)(=O)N(C)CCCC(=O)N2CCOCC2)cc1	2	7	-7	3	2	3	3	1	-1
Cc1cccc(Nc2cc(C)nc3ccccc23)c1	1	7	1	0	13	-3	12	2	-1
Cc1ccc(NC(=O)CSc2nnc(-c3ccncc3)n2C)cc1S(=O)(=O)N1CCOCC1	6	9	-2	0	-7	1	-1	-1	2
CC1(C)CC(=O)C(C=Nc2ccc(Cl)cn2)=C(O)C1	6	11	0	1	18	3	1	0	-1
NC(=NC(=O)c1ccccc1)N1N=CCC1c1ccccc1 (configuration not stated)	3	9	-1	2	19	1	1	2	1
O=C(NCCc1ccccc1)[C@@H]1CC=C[C@@H]2CCN(C3CCCCC3)C(=O)[C@@H]21	-6	12	-3	6	-7	0	2	-7	0
CCCCN1C(=O)c2ccc(C(=O)Nc3cccnc3)cc2C1=O	0	-2	-2	4	-10	14	7	-4	2
COc1cc(C(=O)OCC(=O)N2CCN(C(C)=O)CC2)ccc1OCC(C)C	7	11	-6	4	0	4	-2	-6	4
COc1ccc(OCc2cc(C(=O)N(C)Cc3cc(C)no3)no2)c(Cl)c1	11	8	-5	8	3	3	-2	1	-1
CCOC(=O)c1sc2nc(CC(=O)OC)nc(NCC(=O)OC)c2c1C	-4	-5	-4	4	-7	5	1	-4	0
COc1ccc(CN(C)CC(=O)NC(C)c2ccccc2)cc1OC (configuration not stated)	0	-4	10	2	-3	7	1	1	-3
CO[C@@]1(NC(=O)Cc2cccs2)C(=O)N2C(C(=O)O)=C(COC(N)=O)CS[C@@H]21	8	2	-1	7	-2	-3	0	-3	-1
Cc1nn(-c2ccccc2)c(C)c1/C=N/NC(=O)c1cc(-c2cccs2)[nH]n1	-8	-20	-113	3	-7	-12	-16	1	-13
Cc1ccc(-c2csc(NC(=O)/C=C/c3cccs3)n2)cc1C	-14	-22	-8	2	4	-5	8	-3	-1
CC[C@]12c3[nH]c4ccc(OC)cc4c3CCN1C(=O)C(CC(=O)NCCc1ccccn1)C[C@@H]2C(=O)N1CCN(C(=O)c2ccco2)CC1 (some centres not stated)	1	8	nt	0	nt	nt	nt	-3	nt
COc1cc(S(=O)(=O)NC2CCSc3ccccc32)ccc1NC(C)=O (configuration not stated)	2	0	11	2	2	3	-3	1	-2
Cc1ccc(NC(=O)CN2C(=O)CCSc3ccc(S(=O)(=O)N4CCCC4)cc32)cc1	2	4	6	6	1	-3	-2	1	0
NS(=O)(=O)c1ccc(CNC(=O)/C=C/c2ccccc2)cc1	-2	-1	-6	2	-4	-3	3	1	-3
CCN(CC)C(=O)[C@H]1C[C@H](CC(=O)NC/C=C(\C)CCC=C(C)C)C(=O)N2CCc3c([nH]c4cc(-c5ccco5)ccc34)[C@]12C	6	3	nt	33*	nt	nt	nt	4	nt
O=C(CCN1C(=O)C2C3C=CC(C3)C2C1=O)NCCN1CCCc2ccccc21 (configuration not stated)	4	10	0	2	7	-8	0	2	-1
CC1(c2ccccc2Cl)NC(=O)N(CC(=O)N2CCN(S(=O)(=O)c3ccccc3)CC2)C1=O (configuration not stated)	-2	-1	5	-2	-2	3	-3	6	3
Cc1csc2nc(O)c(C(=O)NCCC3=CCCCC3)c(=O)n12	5	-3	-11	0	-7	-4	1	-2	-2
Cc1ccc(S(=O)(=O)c2c(C)nn(C(C)(C)C)c2OC(=O)C(C)(C)C)cc1	0	-5	1	-1	17	-5	-3	-2	1
Cc1cc(C)cc(OCC(O)CN2C(=O)NC(C)(C)C2=O)c1 (configuration not stated)	1	8	-4	-2	2	5	3	-4	-3
Cn1cc(C(=O)OCC2CCN(CCNS(C)(=O)=O)CC2)c2ccccc21	2	-2	-4	-5	-5	-1	6	-3	-4
COc1ccc(/C=N/NC(=O)c2cccc(NC(=O)c3ccccc3Cl)c2)c(OC)c1	-4	4	-12	5	-4	-19	-10	1	-19
Cn1c(=O)c2c(nc(SCCN3CCOCC3)n2Cc2ccccc2Cl)n(C)c1=O	1	-2	2	0	5	-4	2	3	1
Brc1ccc2c(c1)C(c1cccnc1)=NNC(c1cccs1)=N2	1	9	-1	-1	5	1	0	2	1
COc1cc(C2C(C(=O)c3ccc(C)o3)=C(O)C(=O)N2CCc2ccccc2)ccc1O (configuration not stated)	8	-6	-12	6	5	4	19	5	-2
CC(=O)NC(=S)Nc1sc2c(c1C(N)=O)CCC(C)C2 (configuration not stated)	9	3	1	14	1	4	6	3	-1
Cn1cccc1CC(=O)NNC(=O)Nc1cccc(Cl)c1	3	4	-2	7	2	-2	7	-3	0
CCOc1ccc(NC(=O)C(NC(=O)C2CCC(C)CC2)C(C)C)cc1 (configuration not stated)	4	2	6	4	11	3	4	1	1
O=C(O)Cc1ccc(NC(=O)c2ccc3c(c2)C(=O)N(Cc2ccco2)C3=O)cc1	-8	-10	-2	14	-4	6	-1	0	0
Cc1ccc(NC(=O)COC(=O)CCC2CCCC2)cc1S(=O)(=O)N1CCOCC1	4	0	nt	33*	12	nt	nt	-2	nt
Clc1cccc(Cl)c1Cn1c(-c2cccnc2Cl)nc2ccccc21	1	0	6	0	-9	1	-6	-4	0
COc1cccc(C2N=C(c3ccccc3C)NO2)c1OC (configuration not stated)	9	-1	-2	4	-3	-5	7	0	0

Other results follow.
mol	PAFAH1B2 inh	PAFAH1B3 FP inh	PME-1 primary	pPAFAH FP inh	PREPL inh	LYPLA2 counter	GSTO1 inh	PAD4 FP inh	LYPLA1 counter
COc1cccc(/C=C2/SC(=S)N(CC(=O)NNC(=O)c3ccccc3OC)C2=O)c1	3	4	-1	8	6	9	5	-1	2
Cc1ccc(/C=C/c2nc3sc(C(=O)O)c(C)c3c(=O)[nH]2)cc1[N+](=O)[O-]	2	6	0	0	8	-5	4	2	-4
COc1ccc(S(=O)(=O)N(C)c2ccc(C(=O)N3CCCCC3)cc2)cc1	5	-1	-4	-1	11	-2	4	0	1
CCCCN(CCCNC(=O)C1CCCN(S(=O)(=O)CC)C1)Cc1ccccc1 (configuration not stated)	0	0	1	-2	14	0	-2	-1	-4
Cc1ccc(/C=C/C(=O)O)cc1S(=O)(=O)Nc1ccc(C(=O)O)cc1	2	0	-6	0	9	8	7	4	0
CCN(CC(=O)NCc1cccs1)C(=O)c1ccc(-c2ccccc2F)o1	2	9	4	4	1	8	nt	0	1
O=C(Nc1ccc(F)cc1)N1CCN2C(=O)c3ccccc3C12c1ccccc1 (configuration not stated)	0	-7	-5	3	1	-4	7	-7	1
COc1ccc(NC(=O)c2cccc(S(=O)(=O)N3CCCC3)c2)cc1OC	4	6	0	-2	9	5	nt	-2	2
Cc1cccc(Oc2nc(-c3ccccc3)cc(C)c2S(C)(=O)=O)c1C	-5	13	-16	-1	-21	-6	5	-2	-2
O=C(CCCc1c[nH]c2ccccc12)NCc1ccccc1F	-2	-9	7	2	-12	-2	2	-1	-2
CSc1nc(C)cc(Oc2ccc(OCC(N)=O)nn2)n1	6	5	-1	-1	5	-4	4	-3	3
CC(=O)c1cnc(Nc2nc(C)c3ccc(C)cc3n2)nc1C	-2	7	2	4	1	-2	3	-2	0
CCC(CC)C(=O)c1c[nH]c(C(=O)NCc2ccc(F)cc2)c1	1	-4	-2	5	5	5	1	3	-3
Cc1ccc(C(c2nnnn2C2CCCC2)N2CCN3CCCC3C2)cc1 (configuration not stated)	5	-5	-1	5	5	1	-3	4	3
CC(NC(=O)COC(=O)/C=C/c1ccco1)c1ccccc1 (configuration not stated)	6	1	0	1	-5	-4	6	-3	-1
CCC(=O)c1cn(CC(=O)OC)c2ccccc12	2	1	-1	3	-3	-3	16	-2	2
Cc1noc(NS(=O)(=O)c2ccc(NC(=O)c3cc(-c4ccccc4Cl)nc4ccccc34)cc2)c1C	4	16	7	20	7	8	-3	-2	1
CCCCCN(C(=O)CCC(=O)OCC(=O)N(C)Cc1ccccc1C)c1c(N)n(CCCC)c(=O)[nH]c1=O	-1	0	-1	-1	9	-3	0	-3	-1
C(=C\c1ccccc1)/C=N/Nc1ccc2nncn2n1	nt	nt	-2	-3	20	-1	2	-7	0
CC(Cc1cccs1)NC(=O)Nc1ccc(F)cc1 (configuration not stated)	0	4	2	1	-7	-7	9	4	-7
Cn1c(=O)c2c([nH]c(=S)n2CCCc2ccccc2)n(C)c1=O	7	16	-1	-3	1	0	2	3	1
NNC(=O)c1ccc(CSc2n[nH]c(=O)[nH]c2=O)cc1	1	-6	-9	0	-4	-3	-27	-4	0

These rows are one share of the data; count on the stated rates, not on these rows.
